High-throughput results: PubChem BioAssay, several laboratories
MazEF act – activators of E. coli MazEF toxin-antitoxin RNase | activation, % at 20 µM | AID 504720 | 350,000 tested, 0.32% active | FAM/BHQ RNA-DNA oligo cleavage fluorescence, 5 h; in the data active = activation above about 50%
Target sequence (P0AE70 whole entry, looked up): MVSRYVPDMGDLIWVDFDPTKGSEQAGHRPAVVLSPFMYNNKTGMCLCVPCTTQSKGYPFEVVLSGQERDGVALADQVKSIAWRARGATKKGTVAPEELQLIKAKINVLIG
DUSP3 inh – blocks human VHR1 dual specificity phosphatase | P51452 | AID 1654 | 290,000 tested, 0.52% active | inhibition, % at 13.3 µM | recombinant VHR phosphatase, pNPP absorbance; in the data active = inhibition above about 50%; note: some compounds called inactive have numbers as strong as hits
Target sequence (P51452 whole entry, looked up): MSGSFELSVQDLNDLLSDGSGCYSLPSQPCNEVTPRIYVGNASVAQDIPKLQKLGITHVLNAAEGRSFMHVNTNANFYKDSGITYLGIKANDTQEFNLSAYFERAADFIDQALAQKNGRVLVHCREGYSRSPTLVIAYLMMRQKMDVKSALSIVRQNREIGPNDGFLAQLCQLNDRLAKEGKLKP
Rv3671c protease – inhibits the M. tuberculosis serine protease Rv3671c | inhibition, % at 5.96 µM | 320,000 tested, 0.048% active | P9WHR9; in the data active = inhibition above about 38%;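 note: extracellular domain of Rv3671c used as enzyme; 0% = enzyme with DMSO and 100% = no enzyme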
Target sequence (P9WHR9 whole entry, looked up, the tested form may be a part): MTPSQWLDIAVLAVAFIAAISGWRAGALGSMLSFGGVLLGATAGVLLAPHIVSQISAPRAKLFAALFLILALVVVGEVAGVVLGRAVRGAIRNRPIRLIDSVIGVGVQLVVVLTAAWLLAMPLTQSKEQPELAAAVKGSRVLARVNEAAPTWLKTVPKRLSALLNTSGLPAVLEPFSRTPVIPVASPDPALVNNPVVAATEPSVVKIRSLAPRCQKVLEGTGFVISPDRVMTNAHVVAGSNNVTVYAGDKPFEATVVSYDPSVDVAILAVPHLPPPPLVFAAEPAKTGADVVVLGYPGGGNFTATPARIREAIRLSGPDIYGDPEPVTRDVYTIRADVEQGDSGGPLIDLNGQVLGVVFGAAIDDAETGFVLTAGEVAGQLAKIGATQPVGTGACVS
Mtb BioA inh – inhibitors of Mycobacterium tuberculosis BioA enzyme; purified M. tuberculosis BioA enzyme, plate reader; inhibition, % at 9.99 µM; 360,000 tested, 0.096% active; in the data active = inhibition above about 40%; inconclusive = no clear call, values can overlap the other calls
BoNT-F LC inh – BoNT F light chain protease inhibition; Multiplex microsphere protease cleavage assay, flow cytometry; inhibition, % at 10 µM; 360,000 tested, 0.22% active; AID 588497; in the data active = inhibition above about 35%, passing the limit was not always enough; inconclusive = no clear call, values can overlap the other calls; note: plate controls were buffer without enzyme for full effect and enzyme alone for no effect
Mtb FBA inh – Mtb fructose-bisphosphate aldolase inhibition. P9WQA3. 360,000 tested, 2.3% active. purified M. tuberculosis FBA, fluorescence read-out. inhibition, % at 1 µM; in the data active = inhibition above about 27%;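 note: 0% = vehicle and 100% = reference inhibitor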
Target sequence (P9WQA3 whole entry, looked up): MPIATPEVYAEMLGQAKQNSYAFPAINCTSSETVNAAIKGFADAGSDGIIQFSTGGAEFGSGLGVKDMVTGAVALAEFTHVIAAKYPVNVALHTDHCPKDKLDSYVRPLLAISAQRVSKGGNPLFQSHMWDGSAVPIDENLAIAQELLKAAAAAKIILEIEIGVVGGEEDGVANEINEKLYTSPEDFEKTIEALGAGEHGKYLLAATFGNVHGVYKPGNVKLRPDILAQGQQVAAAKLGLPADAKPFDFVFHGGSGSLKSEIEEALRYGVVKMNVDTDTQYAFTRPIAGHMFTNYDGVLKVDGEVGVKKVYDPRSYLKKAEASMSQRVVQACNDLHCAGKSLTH
UGM FP inh – inhibitors of M. tuberculosis UDP-galactopyranose mutase; inhibition, % at 10 µM; 320,000 tested, 0.06% active; purified UGM, fluorescence polarization probe displacement; in the data active = inhibition above about 10%, passing the limit was not always enough; inconclusive = no clear call, values can overlap the other calls
FadD28 FP inh – M. tuberculosis FadD28 bisubstrate binding inhibition; FadD28 bisubstrate probe binding, fluorescence polarization; inhibition, % at 12.5 µM; 360,000 tested, 0.22% active; in the data active = inhibition above about 8.5%, passing the limit was not always enough; inconclusive = no clear call, values can overlap the other calls
GDH-TPI inh – GDH-TPI coupled enzyme inhibition counter-screen; GDH-TPI coupled enzyme counterscreen, NADH absorbance; inhibition, % at 4.8 µM; 360,000 tested, 1.2% active; AID 588335;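 note: 0% = DMSO wells and 100% = wells lacking the enzyme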
CCHF vOTU inh – blocks the CCHF virus ovarian tumor domain protease. inhibition, % at 11.5 µM. CCHFV vOTU protease, Pep-AMC fluorescence. AID 651958. 370,000 tested, 0.55% active; note: 0% = vehicle wells with enzyme and 100% = no enzyme wells
The depositor's hits bear a star; ? = inconclusive; nt = not tested or not shown. Cut-off read from the data, not from the text of the source, unless noted: active = inhibition above about 30%; inactive = the rest.

SMILES	MazEF act	DUSP3 inh	Rv3671c protease	Mtb BioA inh	BoNT-F LC inh	Mtb FBA inh	UGM FP inh	FadD28 FP inh	GDH-TPI inh	CCHF vOTU inh
COc1cc(CN2CCCC(N3CCN(c4ccccc4C)CC3)C2)ccc1O (stereo not drawn)	0	16	-1	-0.4	3	4	-2.7	-0.1	2	0
CCN(C(=O)c1ccncc1)c1c(N)n(Cc2ccccc2)c(=O)[nH]c1=O	-6	nt	nt	-0.8	1	-3	nt	-2.5	-10	13
CCN(CC(=O)NCc1cccs1)C(=O)c1ccc(S(=O)(=O)Nc2ccccc2F)cc1	1	nt	4	0.9	0	-3	-0.9	-1.0	7	3
Cc1ccc(S(=O)(=O)N2CCC(C(=O)NCc3ccccc3CN3CCCC3)CC2)cc1	5	nt	13	-0.1	-5	2	-1.8	0.8	-4	-1
Cc1ccc(-c2cc(=O)[nH][nH]2)c(C)c1	0	10	8	-2.4	1	-1	1.5	-1.5	0	14
CC(C)c1ccc(S(=O)(=O)N2CCN(C(=O)Cc3ccsc3)CC2)cc1	-15	nt	5	1.1	11	0	nt	-0.5	-8	0
CCOC(=O)c1c(NC(=O)COC(=O)c2cnccn2)sc(C(=O)NC)c1C	4	nt	4	-0.7	?	-4	1.8	-2.9	-6	2
Cc1csc(C(C#N)C(=O)c2ccc(S(=O)(=O)N3CCCC3)cc2)n1 (stereo not drawn)	-2	10	-5	1.1	9	-4	-1.5	-0.2	15	15
COc1ccccc1OCC(=O)Nc1cc(NC(=O)COc2ccccc2OC)cc(C(=O)O)c1	-1	12	-7	5.3	19	1	-0.6	-3.9	5	-3
COCCNC(=O)c1cn(C)c2ccc(S(=O)(=O)N3CCCCC3)cc2c1=O	10	10	12	0.7	-1	-7	0.2	-1.7	7	7
COC(=O)c1ccc(COc2ccccc2OC)o1	23	-8	13	0.9	1	3	0.3	-2.6	0	-1
O=C(CCC(=O)N1CCN(c2ccc(O)cc2)CC1)c1cccs1	-4	12	-3	nt	2	-5	-0.3	0.1	7	-15
CCCC(=O)C1=C(O)C(C(=O)OC)C(C)(C)CC1=Nc1cccc([N+](=O)[O-])c1 (stereo not drawn)	5	-4	1	2.2	?	0	3.9	-1.5	14	-1
O=C1c2ccccc2C(Nc2ccc3c(c2)OCCO3)N1c1ccc(Cl)cn1 (stereo not drawn)	-2	23	-6	-0.4	-7	1	1.0	1.2	4	10
CC1CCCCN1Cc1c(O)ccc2c(=O)c(-c3nc4ccccc4s3)c(N)oc12 (stereo not drawn)	1	0	23	nt	1	21	4.1	?	61*	3
Cc1nc(NC(=O)c2ccccc2)nc2cc3c(cc12)OCO3	6	-6	6	0.1	-9	-1	-0.4	-0.3	8	-1
CC(=O)c1ccc(N2CCN(CC(=O)NCc3ccccc3)CC2)cc1	6	nt	5	15	3	1	0.7	-1.7	15	5
O=[N+]([O-])c1ccc(-n2cc(-c3ccccc3)nn2)cc1	3	-20	-1	-0.7	-1	3	0.9	-0.1	3	1
COc1ccc(/C=C/C(=O)NCC(=O)N/N=C(/CCC(=O)O)c2ccccc2)cc1	-9	-2	2	-0.6	8	2	3.7	-0.8	6	9
Cc1cc2c(c(=O)n1Cc1cccnc1)C(c1cccs1)C(C#N)=C(N)O2 (stereo not drawn)	-1	-4	1	64*	-8	0	0.3	1.0	10	10

Of the compounds above, these have a nitro group on carbon:
SMILES	MazEF act	DUSP3 inh	Rv3671c protease	Mtb BioA inh	BoNT-F LC inh	Mtb FBA inh	UGM FP inh	FadD28 FP inh	GDH-TPI inh	CCHF vOTU inh
CCCC(=O)C1=C(O)C(C(=O)OC)C(C)(C)CC1=Nc1cccc([N+](=O)[O-])c1 (stereo not drawn)	5	-4	1	2.2	?	0	3.9	-1.5	14	-1
O=[N+]([O-])c1ccc(-n2cc(-c3ccccc3)nn2)cc1	3	-20	-1	-0.7	-1	3	0.9	-0.1	3	1

Other structures
SMILES	MazEF act	DUSP3 inh	Rv3671c protease	Mtb BioA inh	BoNT-F LC inh	Mtb FBA inh	UGM FP inh	FadD28 FP inh	GDH-TPI inh	CCHF vOTU inh
COc1ccc(S(=O)(=O)Nc2nc3c(s2)C(=O)CC(C)(C)C3)cc1	-8	7	-11	nt	-20	0	-0.2	-2.5	19	2
CN(C)/C=C/c1c([N+](=O)[O-])c2ccc(O)cc2n1-c1ccccc1	11	33	-7	nt	-27	3	-2.6	1.4	14	5
COc1ccc(C(=O)Nc2cccc(C(=O)NCc3ccco3)c2)cc1	3	-10	-6	37	-2	-2	1.9	-4.1	-9	-2
CC[C@H](OC(C)=O)C(C[C@H](C)N(C)C)(c1ccccc1)c1ccccc1	13	nt	2	-5.6	-6	1	nt	-2.3	4	3
CN(C)CCCN1C(=O)c2cccc3c(Br)ccc(c23)C1=O	-4	-17	3	nt	0	2	3.5	-3.6	15	15
CC(=O)c1cccc(NC(=O)C2Cc3c(-c4cccc(F)c4)ccnc3O2)c1 (stereo not drawn)	nt	nt	nt	-1.1	2	4	nt	-0.3	5	5
O=C(Nc1cc([N+](=O)[O-])ccc1F)C1CC1	-8	-2	-7	nt	2	1	-0.2	-0.5	12	0
O=C(Nc1ccc(O)c(-c2nc3ccccc3o2)c1)C1(c2ccc(Cl)cc2)CCCC1	7	-4	-2	nt	-6	1	0.8	-0.9	11	-1
O=C(Nc1nccs1)c1ccc(Br)cc1	-2	22	1	-0.5	?	1	0.9	-2.7	10	4
Cc1ccc(NC(=O)Cc2nnc(SCC(=O)NC3CCCC3)n2C)cc1C	0	-23	3	-0.5	10	3	0.3	-0.5	11	-3
NCCNc1cc(N2CCCC2)ccc1[N+](=O)[O-]	10	23	1	2.7	-11	-17	-3.4	0.2	8	13
Cc1cc(C)cc(CSCC(=O)N/N=C/c2ccc(OCC(=O)NCc3ccco3)cc2)c1	-20	-2	-9	-3.9	3	0	2.8	-1.4	4	nt
C[C@@H](C(=O)CC(=O)OC(C)(C)C)[C@@H](O)c1c(F)cccc1Cl	10	5	-3	-1.5	-5	8	-0.1	-0.4	4	6
C=CCN1CCN(C(=O)CCCc2ccccc2)CC1	5	-10	-8	6.7	?	1	0.0	-3.0	7	6
COc1ccc(/C=C/C(=O)N2CCC(C(N)=O)CC2)cc1S(=O)(=O)N1CCOCC1	0	9	11	-1.0	-2	1	-3.0	0.3	4	-1
CC(C)Oc1ccc(S(=O)(=O)N2CCOCC2)cc1NC(=O)C1CCC1	3	nt	-7	nt	1	-2	nt	-1.1	5	1
CC(C)c1ccc(NC(=O)c2cc3c(=O)n(C)c4ccccc4c3n2C)cc1	-19	2	-12	-3.7	-2	-5	-2.6	-2.3	25	22
CC1CN(C(=O)c2cccc(S(=O)(=O)NCc3ccccc3)c2)CC(C)O1 (stereo not drawn)	12	nt	0	0.0	2	-4	4.2	nt	-3	10
Cc1cc(C)c(N(C(=O)c2csnn2)C(C(=O)NC2CCCC2)c2ccncc2)c(C)c1 (stereo not drawn)	14	7	-1	-2.5	-20	-2	-2.1	-3.0	-1	2
COc1cccc(CC(=O)N(CCC2=CCCCC2)c2c(N)n(Cc3ccccc3)c(=O)[nH]c2=O)c1	-1	nt	-6	nt	-10	-1	0.1	-1.4	-6	-10
COc1ccc(C(=O)NNC(=S)NC(=O)/C=C/c2cccs2)cc1	-10	35	6	nt	-7	0	0.6	-2.2	0	9
CC1=C(C(=O)N2CCOCC2)CC(CC(=O)NCCc2ccccn2)C(=O)N1Cc1ccc(C(C)(C)C)cc1 (stereo not drawn)	-1	nt	nt	-1.7	-1	-1	nt	-3.0	-1	11
COC(=O)c1c(NC(=O)c2ccco2)sc(C(=O)N(C)C)c1C	3	13	-5	nt	-14	-2	1.0	-0.1	13	32*
O=c1nc(N2CCOCC2)nc(N/N=C/c2ccc3c(c2)OCO3)[nH]1	-11	10	2	nt	-4	-3	-3.2	-3.5	20	2
O=S1(=O)CCOC[C@H](CC2CCCCC2)N1Cc1ccccc1F	-3	13	-5	0.2	-4	-3	0.9	0.2	-2	3
Nc1c(-c2ccccc2)cnn1-c1ccc(C(=O)O)cc1	-20	10	-4	nt	8	1	-1.5	-0.8	9	-10
CCN(CC)S(=O)(=O)c1ccc(C(=O)NCC2(N3CCOCC3)CCCCC2)cc1	-3	nt	-2	0.6	nt	1	-0.4	-2.7	-2	-11
COc1ccc(-c2[nH]ncc2CN2CCC(OCc3ccccc3)CC2)c(F)c1	4	21	4	1.9	-10	3	2.9	-2.5	-8	10
COC(C[C@@H]1O[C@@H]1[C@H](O)COCc1ccccc1)OC	5	22	-3	-1.1	-9	4	-1.8	0.9	7	-6
O=C(NCc1ccc(F)cc1)c1cc(C2CCCCN2C(=O)c2ccccn2)on1 (stereo not drawn)	nt	nt	nt	-0.8	-1	-4	nt	-0.5	9	12
COCCN(C(=O)c1ccccc1Oc1ccccc1)c1c(N)n(CC(C)C)c(=O)[nH]c1=O	0	nt	8	0.1	-10	0	-0.7	-0.7	5	-5
O=C1NC2(CCSC2)C(=O)N1CC(=O)N(Cc1ccccc1)C1CCS(=O)(=O)C1 (stereo not drawn)	0	-3	-2	-0.8	5	0	-0.3	-0.8	5	-5
COc1ccc(C(C(=O)NCc2ccccc2)N(C(=O)c2snc(C(N)=O)c2N)C2CCCC2)cc1 (stereo not drawn)	-3	6	7	1.5	0	5	-1.2	-2.4	5	0
NS(=O)(=O)c1ccc(CCNS(=O)(=O)Cc2ccc(Cl)cc2)cc1	7	36	3	-0.4	16	-5	-0.2	-5.3	3	-6
CC(=O)N1CCOc2ccc(S(=O)(=O)N(C)c3ccc(C)cc3)cc21	6	7	-6	0.5	-2	7	2.1	-0.1	2	6
Cc1ccc(C(=O)Nc2ncccc2C)cc1S(=O)(=O)N1CCCCC1	5	nt	1	1.5	-2	0	-0.1	-1.2	2	-1
O=C(COC(=O)COc1ccccc1[N+](=O)[O-])Nc1ccccc1Br	-1	-4	-11	nt	6	7	-1.8	-1.7	9	5
O=C(CCN1CCc2ccccc2C(O)(c2ccccc2)C1)c1ccc2c(c1)OCCO2 (stereo not drawn)	4	nt	-7	nt	-3	0	1.3	-1.4	1	-1
CCn1ccnc1CN(C)C(=O)C1CCC(=O)N(Cc2cccc(F)c2)C1 (stereo not drawn)	3	-9	0	0.4	2	0	3.2	-0.2	11	-1
O=C(Nc1ccc(OCCO)cc1)c1csc([C@@H]2O[C@H](CO)[C@H](O)[C@H](O)[C@H]2O)n1	nt	nt	nt	-1.1	-1	-1	nt	-4.1	-5	-6
COc1cccc(/C=N/NC(=O)CCC(=O)Nc2ccc(Br)cc2)c1	-10	24	-29	-0.1	7	0	0.1	-2.0	-1	-13
CN(C)S(=O)(=O)c1ccc(C(=O)Nc2nnc(-c3cccs3)o2)cc1	2	28	6	nt	1	3	-3.2	-0.7	12	10
CCN(CCO)c1ncnc2c1sc1nc(C(C)C)c3c(c12)CC(C)(C)OC3	-11	11	-15	-0.2	1	0	-0.2	-2.0	7	-2
CCn1cc(C(=O)O)c(=O)c2cc(F)c(N3CCN(C(=S)NC(=O)c4ccccc4Cl)CC3)cc21	2	4	-4	0.7	0	3	-1.8	-0.5	11	6
O=C(Nc1cccc(O)c1)C1CC(c2ccc(Cl)cc2)=NO1 (stereo not drawn)	5	17	2	1.6	-16	-1	-2.1	-2.1	-10	-16
O=C(NNc1cccc([N+](=O)[O-])c1)/C(=C\c1cccnc1)NC(=O)c1ccccc1	4	9	3	2.7	?	1	0.5	-0.2	44*	11

One compound at a time (already shown). Values in the order: MazEF act, DUSP3 inh, Rv3671c protease, Mtb BioA inh, BoNT-F LC inh, Mtb FBA inh, UGM FP inh, FadD28 FP inh, GDH-TPI inh, CCHF vOTU inh
Listed for O=C(NNc1cccc([N+](=O)[O-])c1)/C(=C\c1cccnc1)NC(=O)c1ccccc1 : 4, 9, 3, 2.7, ?, 1, 0.5, -0.2, 44*, 11
Listed for CCN(CCO)c1ncnc2c1sc1nc(C(C)C)c3c(c12)CC(C)(C)OC3 : -11, 11, -15, -0.2, 1, 0, -0.2, -2.0, 7, -2
